MLL CXXC-DNA inh: blocks binding of human MLL CXXC domain to DNA; MLL-CXXC / FITC-HOXA9 DNA fluorescence polarization; Potency, µM (highest dose often 115 µM), inactives show at the highest dose activity change, negative = inhibition, actives largely listed as inhibitors; 0.037% of 290,000 active; AID 2662; active = well fitted inhibition curve with a large enough effect in the polarisation, with a control signal flat, not every such curve was filed as active; inconclusive = small, poorly fitted or top-dose-only effect, or effect the other way, or a change in a side signal; inactive = no such curve, though single readings can be large or run the other way; the % refers to the polarisation; note: potency is the fitted concentration of half-maximal effect
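Steps: dispense CXXC domain solution (7 uM) → pin compounds or unlabeled HOX-A9 DNA control → 5 min ambient → add FLSN-HOX-A9 solution (50 nM) → spin → 30 min ambient → fluorescence polarization. Tris pH 7.5/NaCl/DTT/BSA buffer.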
TSG101-PTAP inh: blocks PTAP/TSG101 interaction to inhibit HIV-1 budding | Q99816 | Fluorescence polarization, FITC-PTAP peptide / Tsg101 binding | AID 493005 | 340,000 tested, under 10 active | Potency, µM (series often up to 115 µM), for inactives: top-dose activity change, negative = inhibition, actives largely listed as inhibitors; active = well fitted inhibition curve with a large enough effect in the main read-out, with a control signal flat, not every such curve was filed as active; inconclusive = small, poorly fitted or top-dose-only effect, or effect the other way, or a change in a side signal; inactive = no such curve, though single readings can be large or run the other way; note: potency is the fitted concentration of half-maximal effect; % of control where 0% means no effect
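Fluorescence anisotropy tracks displacement of a FITC-tagged PTAP peptide (50 nM) from the Tsg101 binding domain (10 uM), following a 20 min room-temperature incubation at pH 7.5.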
Integrin act MD: activators of alpha7 integrin expression for muscular dystrophy; 0.064% of 350,000 active; AID 624291; Potency, µM (doses to about 38.3 µM), inactives show at the top dose activation, usual class: activators; alpha7betagal myoblasts, beta-gal FDG fluorescence, 48 h;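 note: potency is the fitted concentration of half-maximal effect; 100% = response of the positive control SU9516; nearly all actives have a fitted effect of over 60% in size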
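Alpha7betagal+/- myoblasts (passage 13) were plated 16-24 hr, then exposed to compounds (1:260 dilution of DMSO stock) for 48 hours at 37C. After MPER lysis, β-galactosidase reporter activity was read as FDG fluorescence (ex 480/em 540) after 30 minutes.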
MBNL1-CUG inh: blocks human MBNL1 binding to CUG repeat RNA; TR-FRET MBNL1-His/biotin-(CUG)12 binding, 665/545 ratio; Potency, µM (series often up to 57.5 µM), without a hit: at the highest dose activity change, negative = inhibition, most hits filed as inhibitors; 0.036% of 280,000 active; active = well fitted inhibition curve with a large enough effect in the signal ratio, with a control signal flat, not every such curve was filed as active; inconclusive = small, poorly fitted or top-dose-only effect, or effect the other way, or a change in a side signal; inactive = no such curve, though single readings can be large or run the other way; the % refers to the signal ratio; note: potency is the fitted concentration of half-maximal effect; % is set by controls: 0 for no effect and ±100 for the full control effect
Target sequence (Q9NR56 whole entry, looked up): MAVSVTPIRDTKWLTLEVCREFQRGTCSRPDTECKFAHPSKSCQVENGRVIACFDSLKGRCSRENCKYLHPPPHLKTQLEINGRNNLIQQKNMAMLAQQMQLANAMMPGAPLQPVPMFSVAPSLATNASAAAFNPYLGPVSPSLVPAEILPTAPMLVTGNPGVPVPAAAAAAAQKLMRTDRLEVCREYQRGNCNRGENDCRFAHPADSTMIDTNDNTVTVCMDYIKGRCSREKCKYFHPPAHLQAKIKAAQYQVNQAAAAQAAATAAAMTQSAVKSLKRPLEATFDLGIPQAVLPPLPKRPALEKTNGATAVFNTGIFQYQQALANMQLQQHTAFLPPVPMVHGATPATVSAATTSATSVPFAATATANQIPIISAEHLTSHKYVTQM
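TR-FRET between His-tagged MBNL1 and biotin-(CUG)12 RNA, detected with Tb anti-His antibody (0.055 ng/ul) and streptavidin-XL665 (5 nM), 60 min at room temperature. Compounds titrated 92 nM to 58 uM; 665/545 nm ratio normalized to buffer and complex controls.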
TSHR antag: blocks TSH signaling through the human TSH receptor; AID 504810; activity change, negative = inhibition, % at 11.5 µM; 0.2% of 330,000 active; P16473; TSHR-expressing cells, TSH-stimulated cAMP HTRF, 2 h; stronger effect = lower value;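 active = activity change below a set negative limit, meaning inhibition stronger than a set level, cut at about -70% in these data; inconclusive = activity change between two set negative limits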; note: % is set by controls: 0 for no effect and ±100 for the full control effect
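TSHR-expressing cells were treated with compounds, then stimulated with TSH at EC80 (4nM final) for 2 hours at 37 deg C. Cellular cAMP was measured by HTRF competition between lysate cAMP and cAMP-d2 for a cryptate-labelled anti-cAMP antibody.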
ASM inhibitor: blocks human secretory acid sphingomyelinase; Potency, µM (highest dose often 57.5 µM), inactives show top-dose activity change, negative = inhibition, usual class: inhibitors; P17405; 0.006% of 340,000 active; placental ASM, HMU-PC fluorogenic substrate, 60 min; note: potency is the fitted concentration of half-maximal effect
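Fluorogenic HMU-PC substrate (9 uM final) is turned over by placental ASM in 60 min at 37 C after a 10 min compound preincubation. Reaction ended by alkaline stop (pH 10), with fluorescence read at 386/447 nm.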
TCR act: activates T cell receptor signaling; Potency, µM (top dose mostly 9.22 µM), without a hit: at the highest dose activation of IL-2 secretion, usual class: activators; 330,000 tested, under 10 active; primary human leukocytes, anti-CD3, IL-2 HTRF, 48 h; note: % of control where 0% means no effect
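Activity was scored as IL-2 release from primary human leukocytes given only a TCR signal (a-CD3 beads) plus compound for 48 hr. Detection used a two-antibody HTRF format read at 665nm.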
AT treatment: potential ataxia-telangiectasia treatments restoring KAP-1 phosphorylation; […] A-T fibroblasts, KAP-1 phosphorylation AlphaLISA; neocarzinostatin DNA damage 30 min before lysis; Potency, µM (doses to about 57.5 µM), for the others: at the top dose activation, actives largely listed as activators; 0.19% of 320,000 active; AID 485349; note: potency is the fitted concentration of half-maximal effect; % of control where 0% means no effect; nearly all actives have a fitted effect of over 45% in size
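ATM-like activity read as KAP-1 phosphorylation via AlphaLISA donor/acceptor antibody pairs after lysis and 6 hr at 25C. Cells were ATM-null patient fibroblasts ([…], hTERT), dosed 60 min, then exposed to the DSB inducer NCS for 30 min.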
Mito fusion yeast: inhibitors of mitochondrial division or activators of mitochondrial fusion; S. cerevisiae fusion-defective mutant growth rescue, CellTiterGlo 48 h; Potency, µM (doses to about 46.1 µM), for inactives: at the highest dose growth rescue (activation), usual class: activators; 0.23% of 320,000 active; AID 485298;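 note: potency is the fitted concentration of half-maximal effect; % of control where 0% means no effect; nearly all actives have a fitted effect of over 45% in size; temperature-sensitive fusion mutants such as fzo1-1 at 37 °C on non-fermentable ethanol glycerol medium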
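Luminescent cell viability in 1536-well qHTS format served as the measure of rescued growth in ts fusion-mutant S. cerevisiae cultured on non-fermentable YPEG for 48 hours at 37C.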
Menin MLL FP TR: inhibitors of human menin-MLL interaction, mutant MLL peptide; Potency, µM (titrated, usually from 61.6 µM), inactives show at the top dose FP activity change, negative = inhibition, usual class: inhibitors; Menin + Texas Red MLL mutant peptide, fluorescence polarization; 0.23% of 270,000 active; active = well fitted inhibition curve with a large enough effect in the polarisation, with a control signal flat, not every such curve was filed as active; inconclusive = small, poorly fitted or top-dose-only effect, or effect the other way, or a change in a side signal; inactive = no such curve, though single readings can be large or run the other way; the % refers to the polarisation; note: potency is the fitted concentration of half-maximal effect; % of control where 0% means no effect; many of its hits are not listed in these tables
Target sequence (O00255 whole entry, looked up): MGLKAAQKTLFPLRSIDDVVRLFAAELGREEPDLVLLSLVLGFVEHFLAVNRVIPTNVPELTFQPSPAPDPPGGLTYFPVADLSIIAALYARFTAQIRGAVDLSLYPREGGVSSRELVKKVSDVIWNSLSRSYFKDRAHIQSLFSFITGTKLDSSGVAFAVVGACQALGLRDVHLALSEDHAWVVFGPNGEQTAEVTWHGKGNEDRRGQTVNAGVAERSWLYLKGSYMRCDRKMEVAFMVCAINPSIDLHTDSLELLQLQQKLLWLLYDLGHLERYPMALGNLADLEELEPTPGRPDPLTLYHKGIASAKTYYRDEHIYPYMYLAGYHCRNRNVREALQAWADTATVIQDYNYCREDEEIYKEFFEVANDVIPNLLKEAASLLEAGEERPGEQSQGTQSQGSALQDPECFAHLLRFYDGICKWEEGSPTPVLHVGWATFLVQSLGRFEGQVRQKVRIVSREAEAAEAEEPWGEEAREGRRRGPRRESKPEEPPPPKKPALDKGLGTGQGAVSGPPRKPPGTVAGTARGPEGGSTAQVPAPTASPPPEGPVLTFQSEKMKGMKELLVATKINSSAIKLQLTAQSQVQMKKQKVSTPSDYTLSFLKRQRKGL
The depositor's hits bear a star; [ ] = another dose, or the depositor's remark. Unless noted, calls come from the whole dose curve; as a rule, active = well fitted curve in the direction sought with a large enough effect; inconclusive = small, poorly fitted or top-dose-only effect, or another doubt; inactive = no such curve, though single readings can be large; an effect the other way counts as inactive or inconclusive. This is a subset; rates above refer to the full screens.

COc1ccc(N(C(=O)CCl)C(C(=O)NCCc2ccccc2)c2cccs2)cc1Cl (stereo not drawn) was read as MLL CXXC-DNA inh 13%, TSG101-PTAP inh 1%, Integrin act MD -61%[inhibitor], MBNL1-CUG inh inconclusive, TSHR antag -3, ASM inhibitor -3%, TCR act 1%[46.1 µM], AT treatment 33%, Mito fusion yeast 8% and Menin MLL FP TR -2%.
`COc1cccc(C(=O)NCC(=O)N/N=C/c2cccnc2)c1` gave MLL CXXC-DNA inh 0%, TSG101-PTAP inh -9%, Integrin act MD 11%, MBNL1-CUG inh 10%, TSHR antag 2, ASM inhibitor 0%, TCR act 0%, AT treatment -3%, Mito fusion yeast -6% and Menin MLL FP TR -6%.
For Cc1cccc(OC(C)C(=O)Nc2cc(Cl)ccc2-n2cncn2)c1 (stereo not drawn) the results were TSG101-PTAP inh 1%, Integrin act MD 35%, TSHR antag 1, ASM inhibitor 0%, TCR act 14%, AT treatment -2% and Mito fusion yeast 22%.
`Cc1cc(C)n2c(Br)c(CSc3nc4ccccc4o3)nc2n1` gave MLL CXXC-DNA inh 2%, TSG101-PTAP inh -9%, Integrin act MD 3%, MBNL1-CUG inh 4%, TSHR antag 28, ASM inhibitor 1%, TCR act -5%, AT treatment 2%, Mito fusion yeast 3% and Menin MLL FP TR -27%.
N#Cc1c(-c2ccccc2)nc(N2CCOCC2)[nH]c1=O was read as MLL CXXC-DNA inh 0%, TSG101-PTAP inh -4%, Integrin act MD 24%, MBNL1-CUG inh 30%, TSHR antag -13, ASM inhibitor 1%, TCR act 6%[46.1 µM], Mito fusion yeast 0% and Menin MLL FP TR -25%.
For CC1(C)CC(C(=O)Nc2ccccc2)C(=O)O1 (stereo not drawn) the results were TSG101-PTAP inh -6%, Integrin act MD 9%, ASM inhibitor -2% and TCR act -3%.
For O=C(Nc1ccccc1)c1nc[nH]c1C(=O)NCCCCCCNC(=O)c1[nH]cnc1C(=O)Nc1ccccc1 the results were TSG101-PTAP inh -3%, Integrin act MD 3%, TSHR antag -6, ASM inhibitor -14%, TCR act 1% and AT treatment -3%.
CC(C)NC(=O)c1cc2nc(-c3ccco3)cc(C(F)(F)F)n2n1 was read as MLL CXXC-DNA inh 0%, TSG101-PTAP inh -1%, Integrin act MD 36%, MBNL1-CUG inh inconclusive, TSHR antag -10, ASM inhibitor 227%[activator], AT treatment -4%, Mito fusion yeast 4% and Menin MLL FP TR 17%.
`COc1ccccc1OCC(=O)N1CCNC1=O` gave MLL CXXC-DNA inh -4%, TSG101-PTAP inh -5%, Integrin act MD 0%, MBNL1-CUG inh -4%, TSHR antag 2, ASM inhibitor 2%, TCR act 2%[46.1 µM], AT treatment 9%, Mito fusion yeast 4% and Menin MLL FP TR -15%.
`O=C(COC(=O)c1cncc(Br)c1)NCc1ccccc1Cl` gave MLL CXXC-DNA inh 7%, TSG101-PTAP inh -1%, Integrin act MD inconclusive, MBNL1-CUG inh 2%, TSHR antag -3, ASM inhibitor 0%, TCR act 4%, AT treatment 1%, Mito fusion yeast 3% and Menin MLL FP TR -18%.
Screening CC1CCN(c2nc3c(c(=O)n(C)c(=O)n3C)n2CCSc2ncccn2)CC1 returned MLL CXXC-DNA inh 9%, TSG101-PTAP inh -6%, Integrin act MD 12%, MBNL1-CUG inh -3%, TSHR antag -1, ASM inhibitor 5%, TCR act -1%, AT treatment -1%, Mito fusion yeast -4% and Menin MLL FP TR 7%.
Screening c1ccc2c(c1)N1CCN=C1N2CCN1CCCCC1 returned MLL CXXC-DNA inh -3%, TSG101-PTAP inh -2%, Integrin act MD -20%, MBNL1-CUG inh 1%, TSHR antag -8, ASM inhibitor -1%, TCR act -5%, AT treatment 7%, Mito fusion yeast -2% and Menin MLL FP TR -1%.
`Cc1ccccc1C(=O)NCC(=O)NNC(=O)c1cccc(Cl)c1` gave TSG101-PTAP inh -1%, Integrin act MD 19%, TSHR antag 5, ASM inhibitor 1%, TCR act -2%, AT treatment 1% and Mito fusion yeast -3%.
Screening Cc1c(C(=O)O)[nH]c2c1C(=O)CC(c1ccccc1)C2 (stereo not drawn) returned MLL CXXC-DNA inh -2%, TSG101-PTAP inh -2%, Integrin act MD 0%, MBNL1-CUG inh -10%, TSHR antag 11, ASM inhibitor 0%, TCR act 8%, AT treatment -2%, Mito fusion yeast -11% and Menin MLL FP TR -5%.
Cc1ccc(C23CC4CC(CC(CN)(C4)C2)C3)cc1 was read as MLL CXXC-DNA inh 20%, TSG101-PTAP inh -5%, Integrin act MD -59%[inhibitor], MBNL1-CUG inh -4%, TSHR antag 21, ASM inhibitor -1%, TCR act -3%, AT treatment 1%, Mito fusion yeast 3% and Menin MLL FP TR -11%.
For O=C(NNc1nc2ccccc2s1)Nc1ccc(F)cc1 the results were MLL CXXC-DNA inh -12%, TSG101-PTAP inh 3%, Integrin act MD 34%, MBNL1-CUG inh -8%, TSHR antag 16, ASM inhibitor -6%, TCR act -2%, AT treatment 14% and Mito fusion yeast -3%.
Screening O=C(NCC(c1ccco1)N1CCCC1)c1sc2cc(F)ccc2c1Cl (stereo not drawn) returned TSG101-PTAP inh -3%, Integrin act MD 0%, TSHR antag -8, ASM inhibitor -2%, TCR act 3%[46.1 µM] and AT treatment -11%.
O=C(Nc1scc(-c2ccccc2)c1C(=O)O)c1ccccc1Cl was read as MLL CXXC-DNA inh 1%, TSG101-PTAP inh 1%, Integrin act MD 15%, MBNL1-CUG inh -3%, TSHR antag -11, ASM inhibitor 8%, TCR act 0%, AT treatment 5%, Mito fusion yeast 11% and Menin MLL FP TR inconclusive.
For O=C(CN1CCCCCC1)Nc1cccc(NC(=O)CN2CCCCCC2)c1 the results were MLL CXXC-DNA inh 2%, TSG101-PTAP inh -4%, Integrin act MD 0%, MBNL1-CUG inh -1%, TSHR antag -14, ASM inhibitor -2%, AT treatment -21%, Mito fusion yeast -3% and Menin MLL FP TR 0%.
For O=C(NCC1CC1)Nc1cccs1 the results were MLL CXXC-DNA inh -7%, TSG101-PTAP inh 1%, Integrin act MD -24%, MBNL1-CUG inh 1%, TSHR antag -3, ASM inhibitor 3%, TCR act -2%, AT treatment 26% and Mito fusion yeast -1%.
Screening CC(=O)c1cccc(NC(=O)c2ccoc2C)c1 returned MLL CXXC-DNA inh -12%, TSG101-PTAP inh -5%, Integrin act MD 30%, MBNL1-CUG inh 0%, TSHR antag -5, ASM inhibitor -1%, TCR act 11%, AT treatment -2%, Mito fusion yeast 0% and Menin MLL FP TR -9%.
Cc1cc(Nc2cccc(O)c2)c2ccccc2n1 was read as MLL CXXC-DNA inh 4%, MBNL1-CUG inh -2%, TSHR antag -9, AT treatment -1%, Mito fusion yeast 0% and Menin MLL FP TR -15%.
Cc1nc2c(c(=O)n1CCC1=CCCCC1)c1nc3ccccc3nc1n2/N=C/c1ccco1 was read as MLL CXXC-DNA inh 18%, TSG101-PTAP inh -2%, Integrin act MD 12%, MBNL1-CUG inh inconclusive, TSHR antag 5, ASM inhibitor 14%, TCR act -3%, AT treatment inconclusive, Mito fusion yeast 10% and Menin MLL FP TR -10%.
Screening CCC(=O)N1CCN(C(=O)CC)C1c1ccccc1 returned MLL CXXC-DNA inh -5%, TSG101-PTAP inh -2%, Integrin act MD 26%, MBNL1-CUG inh 5%, TSHR antag 9, ASM inhibitor 1%, TCR act 5%, AT treatment 2%, Mito fusion yeast -7% and Menin MLL FP TR -1%.
`Cc1c(OCc2ccccc2)c(=O)ccn1Cc1ccccc1` gave MLL CXXC-DNA inh -3%, TSG101-PTAP inh -5%, Integrin act MD 19%, MBNL1-CUG inh 5%, TSHR antag 4, ASM inhibitor 3%, TCR act 7%, AT treatment 5%, Mito fusion yeast -2% and Menin MLL FP TR inconclusive.
Cc1c(C(=O)C(C)C)n(C)c2ccccc12 was read as MLL CXXC-DNA inh -6%, TSG101-PTAP inh -4%, Integrin act MD -37%, MBNL1-CUG inh 2%, TSHR antag 0, ASM inhibitor 8%, TCR act -1%, AT treatment 13%, Mito fusion yeast -1% and Menin MLL FP TR 11%.
CC(C)NC(=O)c1cc(-c2cccs2)on1 was read as MLL CXXC-DNA inh -3%, TSG101-PTAP inh -3%, Integrin act MD 22%, MBNL1-CUG inh 7%, TSHR antag 3, ASM inhibitor 3%, TCR act 3% and Mito fusion yeast 7%.
Screening Cn1c(=O)c(=O)n(C)c2cc(S(=O)(=O)N3CCC(N4CCCCC4)CC3)ccc21 returned TSG101-PTAP inh -1%, Integrin act MD -10%, ASM inhibitor -6% and TCR act 3%.

Screening data deposited in PubChem by National Center for Advancing Translational Sciences (NCATS).
